# RXFP1 agonist – activates the human relaxin receptor RXFP1. HEK293T-RXFP1 cAMP TR-FRET, 30 min; response scale: percent of porcine relaxin response, buffer zero. 370,000 tested, 0.3% active. Potency, µM (titrated, usually from 57.5 µM), inactives show at the top dose activation, usual class: activators. Q9HBX9; further: potency means the concentration at half of the fitted maximal effect; on the % scale 0 is the no-effect control and ±100 the full control effect; nearly all actives have a fitted effect of over 60% in size; many of its hits are not listed in these tables
# Target sequence (Q9HBX9 whole entry, looked up): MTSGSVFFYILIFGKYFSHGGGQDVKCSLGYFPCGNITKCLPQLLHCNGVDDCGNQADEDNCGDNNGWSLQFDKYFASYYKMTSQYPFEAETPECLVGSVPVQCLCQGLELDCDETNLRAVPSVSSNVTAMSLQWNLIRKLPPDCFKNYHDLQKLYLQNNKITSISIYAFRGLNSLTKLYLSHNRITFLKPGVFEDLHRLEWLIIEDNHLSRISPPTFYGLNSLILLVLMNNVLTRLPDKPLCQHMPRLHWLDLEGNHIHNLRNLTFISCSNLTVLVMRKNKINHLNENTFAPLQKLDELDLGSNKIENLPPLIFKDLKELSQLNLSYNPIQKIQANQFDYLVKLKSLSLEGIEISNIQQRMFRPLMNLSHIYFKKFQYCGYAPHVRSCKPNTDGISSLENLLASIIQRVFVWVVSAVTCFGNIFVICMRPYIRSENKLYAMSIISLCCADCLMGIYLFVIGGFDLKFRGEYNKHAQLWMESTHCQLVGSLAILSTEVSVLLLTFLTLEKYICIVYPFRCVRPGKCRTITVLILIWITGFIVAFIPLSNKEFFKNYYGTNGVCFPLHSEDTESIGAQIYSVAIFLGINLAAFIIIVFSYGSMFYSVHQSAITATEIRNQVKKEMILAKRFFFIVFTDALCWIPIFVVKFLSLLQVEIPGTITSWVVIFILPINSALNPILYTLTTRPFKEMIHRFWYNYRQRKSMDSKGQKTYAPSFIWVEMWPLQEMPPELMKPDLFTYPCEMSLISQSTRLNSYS
#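 cAMP rise read by TR-FRET after 30 min, 37C compound exposure (up to 58 uM) in RXFP1-transfected HEK293 cells with Ro 20174 present. EC50 from Hill-equation fits, with 29 nM porcine relaxin as 100% and buffer as basal.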
# D2 PAM – D2 dopamine receptor (human) potentiation; P14416; HEK293 T-REx D2, calcium flux, EC20 dopamine potentiation; potentiation, % at 10 µM; 340,000 tested, 0.34% active; AID 485347;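 active means potentiation over 3 SD above the plate norm, cut at about 30% in these data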; further: 0% is about no effect
#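 Tetracycline-induced HEK293 T-REx cells force-coupled to calcium signalling expressed D2; compounds were pin-added after a 10 s baseline, read kinetically 180 s, then an EC20 dopamine challenge followed with a further 180 s calcium read.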
# D1 PAM – enhances dopamine response at the human D1 receptor | potentiation, % at 10 µM | 360,000 tested, 0.036% active | HEK293 TREx D1 cells, calcium flux, dopamine EC20 potentiation | AID 504651 | P21728; in the data active means potentiation above about 30%; further: 0% is about no effect
# LDHA block – blocks human lactate dehydrogenase A; purified LDHA, NADH/diaphorase-resazurin fluorescence; active compounds read low; P00338; AID 1347041; activity change, % (values are at about 110 or 230 µM); 480,000 tested, 0.15% active; in the data active means activity change below about -30%; inconclusive means mostly about -25% to -30%;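 further: plate controls were DMSO wells for no effect and wells without enzyme for full effect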
#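 Resorufin fluorescence (ex540/em590), read at 0 and 20 min after diaphorase/resazurin addition, reports the NADH left after a 5 min room-temperature reaction of 2 nM human LDH5 with 0.06 mM NADH and 0.2 mM pyruvate.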
# D1 ag – agonists of human D1 dopamine receptor. P21728. HEK293 T-REx D1 cells, calcium flux, agonist mode. activation, % at 2 µM. 360,000 tested, 1% active; in the data active means activation above about 30%; further: 0% is about no effect
#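 Tetracycline-induced HEK293 TREx D1 cells, force-coupled to calcium signalling, were dye-loaded with a no-wash calcium kit. Compound was pin-added after a 10 s baseline. Fluorescence was read kinetically at 1 cycle/s for 180 s, with calcium rises flagged as agonism.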
# Vif-A3F inh – inhibitors of Vif-A3F interaction; HeLa A3F-eYFP + Vif (tagged APOBEC3F with the HIV-1 protein that degrades it), YFP fluorescence increase; Potency, µM (top dose mostly 46.1 µM), for inactives: top-dose activity, negative = active; 390,000 tested, 0.2% active; AID 602313; further: potency means the concentration at half of the fitted maximal effect; % of control where 0% means no effect; nearly all actives have a fitted effect of over 65% in size
#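 HeLa cells stably expressing Vif plus C-terminally eYFP-tagged A3F were seeded, incubated overnight at 37 deg C, dosed with compound, incubated overnight again at 37 deg C. Yellow fluorescence (Ex 488/Em 500-530) reported blocked Vif-mediated A3F-eYFP degradation.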
# D1 antagonist – blocks dopamine activation of the human D1 receptor | HEK293 TREx D1 cells, calcium flux, dopamine EC80; active compounds read low | activity change, negative = inhibition, % at 10 µM | 360,000 tested, 3.2% active; in the data active means activity change below about -30%; further: on the % scale 0 is the no-effect control and ±100 the full control effect
#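 Antagonism measured as reduced calcium response to an EC80 dopamine addition following 180 s compound pre-read; cells were inducible HEK293 Trex D1 plated overnight at 30 C, read kinetically at 1 cycle/sec.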
# Vif-APOBEC3G blk – inhibitors of Vif-APOBEC3G interaction; Q9HC16; HeLa A3G-eYFP + Vif (tagged APOBEC3G with the HIV-1 protein that degrades it), YFP fluorescence, overnight; Potency, µM (doses to about 46.1 µM), without a hit: top-dose activity, negative = active, actives largely listed as inhibitors; 410,000 tested, 0.076% active; AID 602310;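 further: potency means the concentration at half of the fitted maximal effect; on the % scale 0 is the no-effect control and ±100 the full control effect; nearly all actives have a fitted effect of over 60% in size; hits raise eYFP signal because A3G escapes Vif-driven loss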
# Target sequence (Q9HC16 whole entry, looked up): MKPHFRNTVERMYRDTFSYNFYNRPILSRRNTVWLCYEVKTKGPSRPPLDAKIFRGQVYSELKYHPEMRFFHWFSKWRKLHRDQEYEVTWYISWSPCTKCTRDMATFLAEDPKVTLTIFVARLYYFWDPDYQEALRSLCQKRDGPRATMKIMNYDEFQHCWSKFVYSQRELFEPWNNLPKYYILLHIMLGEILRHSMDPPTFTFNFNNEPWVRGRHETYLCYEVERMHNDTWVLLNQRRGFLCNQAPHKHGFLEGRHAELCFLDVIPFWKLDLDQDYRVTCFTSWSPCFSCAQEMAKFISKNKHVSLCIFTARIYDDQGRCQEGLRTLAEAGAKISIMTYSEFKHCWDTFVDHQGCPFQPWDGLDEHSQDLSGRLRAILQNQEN
#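 Read-out is eYFP fluorescence (Ex 488/Em 500-530) from Vif-expressing HeLa A3G-eYFP cells; more signal means A3G escaped Vif-mediated degradation. Cells plated overnight, compound pinned in, incubated overnight at 37 deg C.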
# Glioma ERSR ind – induces the endoplasmic reticulum stress response in human glioma cells. 420,000 tested, 0.02% active. U87-MG GRP78 promoter luciferase reporter, 16 h. Potency, µM, inactives show at the top dose activation, usual class: activators. AID 602332; further: potency means the concentration at half of the fitted maximal effect; series mostly up to about 76 µM; % of control where 0% means no effect; nearly all actives have a fitted effect of over 35% in size
#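 Stably transfected U87-MG glioma cells carrying a GRP78-based luciferase sensor; 16 h compound incubation. Luminescence end-point read 10 min after Bright-Glo addition at room temperature.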
# * marks the source's active call; other numbers are inactive results; u = inconclusive; x = no result given; & = joins results of further samples. Unless noted, the call rests on the fitted dose curve; in most records, active means well fitted curve in the direction sought with a large enough effect; inconclusive means small, poorly fitted or top-dose-only effect, or another doubt; inactive means no such curve, though single readings can be large; an effect the other way counts as inactive or inconclusive. An excerpt. The share of hits here may be higher or lower than overall.
# Every second line gives: RXFP1 agonist, D2 PAM, D1 PAM, LDHA block, D1 ag, Vif-A3F inh, D1 antagonist, Vif-APOBEC3G blk, Glioma ERSR ind
1) COc1ccc(NC(=O)/C=C/c2ccccc2)cn1
  0.1%, -0.8, -6.3, 2.8, 5.6, -15.7%, 2.9, -5.1%, 0.2%
2) COc1ccccc1N(C(C)=O)C1=C(Cl)C(=O)c2ccccc2C1=O
  x, x, x, 64.2, x, u, x, u, -13.3%
3) Cc1c(C)c2c(c(C)c1O)CCC(C)(C(=O)O)O2 (configuration not stated)
  0.3%, 1.8, 6.0, 6.3, 5.0, 2.3%, -15.7, -1.4%, 0.1%
4) O=C(NCc1cccnc1)C1CC(=O)N(c2ccc(F)cc2)C1 (configuration not stated)
  1.6%, 8.3, -7.0, -2.0, 5.9, 2.6%, -1.9, 4.9%, 0.6%
5) COc1cc(OC)c(N(C)C(=O)c2cc3c(=O)oc4ccccc4c3s2)cc1Cl
  -0.1%, 12.1, 0.1, -1.2, 2.2, -2.0%, -5.4, -1.0%, -1.2%
6) CS(=O)(=O)c1ccc2nc(NC(=O)c3ccccc3Br)sc2c1
  1.4%, -5.2, -9.9, -12.6, 1.2, 1.6%, -24.9, 0.7%, 0.1%
7) Cc1nc2ccc(NC(=S)NC(C)C)cc2nc1C
  5.0%, 9.8, -2.6, 31.2, 3.0, -11.4%, 0.8, 1.1%, 2.2%
8) O=C1CCCc2nc(NCc3ccco3)ncc21
  2.2%, 5.6, 0.0, -6.6, 1.5, -11.8%, 4.4, 1.0%, -0.1%
9) O=C1C=C(c2ccccc2)CC(/C=C/c2ccccc2)C1 (configuration not stated)
  -1.4%, -6.4, -2.9, 0.5, 12.7, 7.2%, -13.6, -0.1%, -2.4%
10) O=C(NCCc1ccccc1)c1ccc2c(c1)N(Cc1ccc(F)cc1)C(=O)c1ccccc1S2
  0.4%, -7.9, -3.5, -2.2, 4.6, -1.0%, 1.9, 2.4%, 0.8%

# 7 successive compounds out of the list so far:
# Every second line gives: RXFP1 agonist, D2 PAM, D1 PAM, LDHA block, D1 ag, Vif-A3F inh, D1 antagonist, Vif-APOBEC3G blk, Glioma ERSR ind
1) COc1ccc(NC(=O)/C=C/c2ccccc2)cn1
  0.1%, -0.8, -6.3, 2.8, 5.6, -15.7%, 2.9, -5.1%, 0.2%
2) COc1ccccc1N(C(C)=O)C1=C(Cl)C(=O)c2ccccc2C1=O
  x, x, x, 64.2, x, u, x, u, -13.3%
3) Cc1c(C)c2c(c(C)c1O)CCC(C)(C(=O)O)O2 (configuration not stated)
  0.3%, 1.8, 6.0, 6.3, 5.0, 2.3%, -15.7, -1.4%, 0.1%
4) O=C(NCc1cccnc1)C1CC(=O)N(c2ccc(F)cc2)C1 (configuration not stated)
  1.6%, 8.3, -7.0, -2.0, 5.9, 2.6%, -1.9, 4.9%, 0.6%
5) COc1cc(OC)c(N(C)C(=O)c2cc3c(=O)oc4ccccc4c3s2)cc1Cl
  -0.1%, 12.1, 0.1, -1.2, 2.2, -2.0%, -5.4, -1.0%, -1.2%
6) CS(=O)(=O)c1ccc2nc(NC(=O)c3ccccc3Br)sc2c1
  1.4%, -5.2, -9.9, -12.6, 1.2, 1.6%, -24.9, 0.7%, 0.1%
7) Cc1nc2ccc(NC(=S)NC(C)C)cc2nc1C
  5.0%, 9.8, -2.6, 31.2, 3.0, -11.4%, 0.8, 1.1%, 2.2%

# Going on with the list.
# Every second line gives: RXFP1 agonist, D2 PAM, D1 PAM, LDHA block, D1 ag, Vif-A3F inh, D1 antagonist, Vif-APOBEC3G blk, Glioma ERSR ind
11) Cc1nc(CSc2nnc(N)s2)cs1
  -0.3%, -7.3, 0.1, -8.5, 3.3, 6.3%, -0.7, 0.0%, -1.0%
12) Cn1ccc(C(=O)OCC(=O)Nc2ccccc2Cl)n1
  -0.4%, -3.5, -8.0, -7.4, 2.1, -1.2%, 4.6, -10.3%, -3.9%
13) CN(Cc1ccc(Cl)s1)C(=O)CNC(=O)CNC(=O)c1ccc(Cl)cc1Cl
  0.1%, -4.8, -8.1, 1.7, 0.3, 3.9%, 4.1, 4.3%, -5.6%
14) Cc1ccc(-c2nc(CCNC(=O)c3ccco3)cs2)cc1
  0.6%, -1.2, -1.7, -0.4, 8.9, 5.3%, -21.0, -6.0%, 3.1%
15) CC[C@@H]1C=C(C(=O)O)[C@H](c2ccc(C)cc2)N1S(=O)(=O)c1ccc(C)cc1
  x, x, x, -14.2, x, 0.7%, x, -4.6%, 1.7%
16) COC(=O)C(NC(=O)c1cccnc1Cl)C(C)C (configuration not stated)
  -0.3%, x, -1.8, -6.2, 1.7, -5.0%, -0.1, -0.5%, -2.4%
17) CC1(C(=O)NCCOc2ccccc2Cl)CC1(Cl)Cl (configuration not stated)
  -1.8%, -8.1, -4.8, -0.2, 1.1, 2.5%, -65.0*, -10.8%, 4.9%
18) COc1ccc(CNCC(=O)Nc2cc(C)nn2-c2nc(C)cc(C)n2)cc1OC
  2.1%, -0.4, 0.6, -5.0, -0.9, -3.6%, -12.8, -23.9%, -5.3%
19) O=C(/C=C/c1ccccc1)Nc1ccc(S(=O)(=O)N2CCOCC2)cc1
  x, x, x, 1.9, x, 0.8%, x, -2.3%, -3.2%
20) Cc1ccc(Nc2cc(C)nc3ncnn23)c(C)c1
  1.4%, -7.9, -3.9, -2.5, 3.1, 0.1%, 2.1, -1.4%, 0.6%

# Every second line gives: RXFP1 agonist, D2 PAM, D1 PAM, LDHA block, D1 ag, Vif-A3F inh, D1 antagonist, Vif-APOBEC3G blk, Glioma ERSR ind
21) CCOC(=O)CCCNc1ccc([N+](=O)[O-])cc1[N+](=O)[O-]
  2.1%, -3.2, -8.7, -4.9, 6.5, -6.1%, -23.6, 2.1%, -6.1%
22) CCOc1cc(/C=N/NC(=O)C(OC)c2ccccc2)ccc1O (configuration not stated)
  -0.2%, -7.2, -2.0, 2.3, 8.5, 1.3%, -24.8, -4.3%, 0.6%
23) Cc1c(C(=O)O)sc2nc3n(c(=O)c12)CCCCC3
  3.1%, 9.0, -4.7, -0.2, 0.9, -4.5%, -2.9, -4.0%, -1.9%
24) O=C1[C@H]2[C@@H](c3ccccc3)N[C@]3(CCCN(Cc4ccccc4)C3=O)[C@H]2C(=O)N1Cc1ccccc1
  x, x, x, -3.8, x, -8.0%, x, 0.2%, -5.5%
25) CCC1(c2ccccc2)NC(=O)N(CC(=O)NCc2ccc(C)cc2)C1=O (configuration not stated)
  3.1%, 1.7, -4.3, -4.7, 1.1, 14.8%, 5.9, 1.4%, 0.2%
26) CN(C)c1ccc(NC(=O)Cn2c(=O)n(Cc3ccccc3)c(=O)c3ccccc32)cc1
  -1.7%, 4.8, -3.9, 1.9, 1.5, 0.1%, -4.6, 3.0%, -6.0%
27) Cc1ccc(C(=O)NCC(=O)Nc2cc(C)ccn2)cc1
  0.1%, 11.8, 4.5, -1.9, 0.4, 11.2%, -7.4, 0.0%, 1.1%
28) O=C(O)Cc1ccc(NC(=O)C(c2ccccc2)c2ccccc2)cc1
  -0.3%, x, -2.6, -5.1, 2.4, -8.9%, -2.0, 2.0%, -2.5%
29) O=C(c1cc(N2CCCCC2)nc2ccccc12)N1CCOCC1
  1.2%, -9.6, -2.1, -6.8&-20.7, 2.7, -11.9%, -1.9, 1.3%, -2.0%
30) O=C(c1ccc2c(c1)CCN2S(=O)(=O)c1ccc(Cl)cc1)N1CCN(c2ccccc2)CC1
  0.6%, -7.2, 0.9, -3.4, -0.5, 1.0%, 6.8, 1.5%, 0.4%

# Every second line gives: RXFP1 agonist, D2 PAM, D1 PAM, LDHA block, D1 ag, Vif-A3F inh, D1 antagonist, Vif-APOBEC3G blk, Glioma ERSR ind
31) COc1ccc(-c2cc(=O)oc3cc(OC(C)C(=O)NC(Cc4c[nH]c5ccc(O)cc45)C(=O)O)ccc23)cc1 (configuration not stated)
  -1.3%, -5.1, 7.8, 8.2, 0.4, 1.5%, -3.7, -3.3%, 0.1%
32) Cc1snc(SCC(=O)c2ccc([N+](=O)[O-])cc2)c1C#N
  4.7%, -0.4, -0.9, -4.2, 7.8, 11.2%, -0.1, 0.3%, -0.6%
33) COc1cc(OC)c(NC(=O)N2CC=C(c3c[nH]c4ccccc34)CC2)cc1Cl
  0.7%, -14.7, -0.9, 10.3, 7.0, u, -6.0, u, -2.9%
34) CC(=O)c1cc(CC(=O)N2CCc3c([nH]c4ccccc34)C2c2ccccn2)cs1 (configuration not stated)
  0.5%, 2.5, -1.8, -1.1, 1.2, 8.5%, 46.8, -1.3%, -3.8%
35) Cc1ccc(NC(=O)COC(=O)c2ccc3c(c2)NC(=O)C2CCCN32)cc1 (configuration not stated)
  -0.1%, -0.5, 0.8, -1.2, -1.3, -2.4%, 5.1, -1.9%, -2.2%
36) Cc1nn(-c2ccc(F)cc2)c2sc(C(=O)OCC(=O)N3CCC(C)CC3)cc12
  0.4%, 4.9, -6.5, -7.4, 1.2, -7.0%, 9.4, 2.4%, -1.5%
37) COC(=O)C(C)Oc1ccc2cc(-c3ccccc3)c(=O)oc2c1 (configuration not stated)
  12.6%, 6.9, -7.3, -3.9, 2.6, -0.7%, -2.8, 0.2%, -0.1%
38) COc1cc2ncc(C(=O)c3ccccc3)c(N3CCN(Cc4ccccc4)CC3)c2cc1OC
  -2.7%, -36.9, 2.7, 2.2, 4.4, -1.2%, 5.1, -12.6%, -4.2%
39) O=C(Cn1cnc2c(nnn2-c2ccccc2)c1=O)NCCc1ccccc1
  2.1%, 55.5*, -9.7, -9.9, 0.9, 0.8%, -8.1, -2.7%, -5.4%
40) Cc1ccc(SCc2[nH]nc3c2C(c2ccco2)C(C#N)=C(N)O3)cc1 (configuration not stated)
  0.8%, 1.5, -5.8, 6.7, 7.6, -10.3%, -30.0, -23.5%, -4.0%
41) COc1ccc(CCN2C(=O)C3C4C=CC(C5CC45)C3C2=O)cc1OC (configuration not stated)
  2.6%, 7.3, -0.9, -9.7, 5.9, 6.6%, -14.4, -3.8%, -3.9%
42) CCCn1cnc2c(Sc3c([N+](=O)[O-])ncn3C)nc(N)nc21
  x, x, x, -2.1, x, -0.3%, x, -6.4%, -5.1%
